Screening results from PubChem.
ERa coact inh: ERα–SRC-1 coactivator interaction inhibitors, primary screen, biochemical, TR-FRET, ERα LBD, estradiol-bound; TR-FRET ER-alpha LBD / SRC-1 peptide; inhibition, % at 25.6 µM; 86,000 compounds, 1.7% hits; AID 629, 2007; in the data active means inhibition above about 50%;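 further: 0% = receptor plus peptide control and 100% = peptide only without receptor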
H69AR inhibit: proliferation blockers of H69AR lung cancer cells, primary screen, cell-based, human, 86K library | H69AR lung tumor viability, ATP luminescence, 72 h; stronger effect = lower value | viability, % at 10 µM | 85,000 compounds, 6% hits | AID 598, 2007;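 active means viability at or below 40%; inactive means viability above 40%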;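 further: multidrug resistant small cell line overexpressing MRP-1 efflux transporter; 100% = mean luminescence of untreated control wells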
Mac1 fbg enh: enhancers of CD11b/CD18 adhesion to fibrinogen, primary screen, K562 cells, luminescence | Integrin beta-2 (Homo sapiens) + Integrin alpha-M (Homo sapiens), P05107+P11215 | ATPlite luminescence | activation, % at 10 µM | 93,000 compounds, 0.07% hits | AID 1499, 2009;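 active means 10 µM primary screen giving 50% or more activity, confirmed by 40% or more on retest at that dose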; further: strong numbers were not always called active
Target sequence (P05107 whole entry, looked up, other chains not shown): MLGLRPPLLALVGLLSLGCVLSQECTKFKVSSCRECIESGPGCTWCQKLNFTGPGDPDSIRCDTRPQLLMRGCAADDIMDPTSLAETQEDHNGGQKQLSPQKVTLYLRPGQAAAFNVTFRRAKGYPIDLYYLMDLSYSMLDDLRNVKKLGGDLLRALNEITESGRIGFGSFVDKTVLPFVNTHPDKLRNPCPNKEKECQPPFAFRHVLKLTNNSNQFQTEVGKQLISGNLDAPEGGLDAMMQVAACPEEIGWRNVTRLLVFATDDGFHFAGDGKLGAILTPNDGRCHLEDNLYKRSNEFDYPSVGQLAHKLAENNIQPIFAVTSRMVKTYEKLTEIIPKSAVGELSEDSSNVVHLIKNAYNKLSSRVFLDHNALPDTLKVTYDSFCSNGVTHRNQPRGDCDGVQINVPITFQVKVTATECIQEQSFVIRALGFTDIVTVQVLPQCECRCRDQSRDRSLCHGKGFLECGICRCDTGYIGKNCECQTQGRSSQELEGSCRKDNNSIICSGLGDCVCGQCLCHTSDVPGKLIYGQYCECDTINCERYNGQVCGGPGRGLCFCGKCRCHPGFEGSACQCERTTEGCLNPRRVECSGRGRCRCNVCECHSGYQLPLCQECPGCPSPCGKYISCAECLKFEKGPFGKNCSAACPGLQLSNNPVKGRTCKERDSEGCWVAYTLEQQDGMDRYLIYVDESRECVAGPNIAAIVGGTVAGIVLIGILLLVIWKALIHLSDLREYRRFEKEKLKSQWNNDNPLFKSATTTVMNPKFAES
CD11b adhes inh: inhibitors of CD11b/CD18 adhesion to fibrinogen, primary screen, K562 cells, luminescence; Integrin beta-2 (Homo sapiens) + Integrin alpha-M (Homo sapiens), P05107+P11215; 93,000 compounds, 0.54% hits; inhibition, % at 10 µM; ATPlite luminescence; Mn2+ added to activate the integrin; AID 1497, 2009;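 active means primary inhibition of 50% or more at 10 µM, then 40% or more on retest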; further: some results filed as inactive read as strong as hits
HUVEC inhibit: inhibitors of HUVEC proliferation, primary screen, cell-based, 384-well; CellTiter-Glo luminescence, 72 h; stronger effect = lower value; viability, % at 10 µM (by protocol); 86,000 compounds, 1.1% hits; AID 648, 2007;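 active means viability at or below 30%; inactive means viability above 30%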;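 further: 100% = median luminescence of DMSO-only cell control wells on each plate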
CYP2C19 activ: human CYP2C19 activators, primary screen, biochemical, luminescence; Cytochrome P450 2C19 (Homo sapiens), P33261; recombinant CYP2C19, luciferin-H EGE luminescence; stronger effect = higher value; 0 = fully inhibited enzyme, 1 = untreated enzyme; activation factor at 5 µM; 96,000 tested, under 10 active; AID 1025, 2008;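 active means activation factor of at least 2 at 5 µM in the primary screen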;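 further: 0 = wells with 2.5 mM tranylcypromine and 1 = vehicle-only wells; values of inactives mirror those of a sister screen read the other way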
CYP2C19 inh: blockers of cytochrome P450 2C19 activity – biochemical, luminescence, ADME assay, primary screen | P33261 | CYP2C19 Supersomes, luciferin-H EGE luminescence, 30 min | inhibition, % at 5 µM | 96,000 compounds, 21% hits;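 active means CYP2C19 inhibition above a set limit at 5 µM in the primary screen, cut at about 50% in these data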;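 further: plate controls were negative control wells for no effect and 2.5 mM tranylcypromine positive control for full effect; values of inactives mirror those of a sister screen read the other way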
ERa coact pot: enhancers of ERα–SRC-1 coactivator binding, primary screen, biochemical, TR-FRET, ERα LBD, low estradiol. Estrogen receptor (Homo sapiens), P03372. 86,000 compounds, 1.3% hits. TR-FRET ERalpha-LBD/SRC-Cy5 coactivator binding, 2 h; 100 = basal binding, no effect. AID 639, 2007. coactivator binding (% of control), % at 25.6 µM; in the data active means activity above about 200%;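 further: binding measured in presence of low estradiol as agonist stimulus; 0% = peptide alone without receptor and 100% = receptor with peptide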
Lung fibro prol: antiproliferative effect on LL 47 fibroblasts – human, LL 47 cells, CellTiter-Glo luminescence, primary screen; LL 47 human lung fibroblast viability, ATP luminescence; stronger effect = lower value; viability, % at 10 µM; 85,000 compounds, 1.1% hits; AID 719, 2007;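 active means viability at or below 50% in the single dose screen; inactive means viability above 50%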;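 further: compound exposure lasted 72 h before the ATP readout; 100% = median luminescence of untreated cell-only wells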
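Signal: luminescent ATP detection, CellTiter-Glo; assay system: LL 47 human lung fibroblasts; input: 1,150 cells/well; incubation: overnight cell rest, 72 h compound treatment at 37 °C; measure: % viability versus median cells-only luminescence; medium: IMEM growth medium with 15% fetal bovine serum; dosing: compound addition at 0.1% DMSO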
Active calls of the source: *; nt = no result given; [ ] = another dose, or the depositor's remark.

SMILES	ERa coact inh	H69AR inhibit	Mac1 fbg enh	CD11b adhes inh	HUVEC inhibit	CYP2C19 activ	CYP2C19 inh	ERa coact pot	Lung fibro prol
COCC(=O)NCCc1nc2ccccc2[nH]1	-3	143	-6	-3	106	1	0	106[fluorescence artefact?]	105
Cc1noc(C)c1C(=O)Nc1ccc2c(c1)CCC2	-18	95	2	0	103	0.9	8	105	103
Cc1nc2scc(-c3ccccc3)c2c(=O)o1	-2	98	9	14	86	0.9	12	94[fluorescence artefact?]	nt
CCOC(=O)Cc1nnc(NC(=O)c2ccccc2OC)s1	-11	107	2	43	100	0.6	39	109	106
COc1ccc(NC(=S)Nc2ccccn2)c(OC)c1	nt	nt	5	-66	nt	0.7	33	nt	nt
CCCCOc1ccc(-n2nc(C)cc2C)nn1	-5[fluorescence artefact?]	88	-5	-3	110	1	0	89	112
Cc1cc(F)c(F)c(C(=O)N2CCN(C)CC2)c1Cl	-5	88	4	-11	103	0.9	9	118	100
CCCn1c(SCC(=O)Nc2sc(C)c(C)c2C#N)nnc1C(C)C	-5	77	2	21	90	0.2	75*	98[fluorescence artefact?]	97
NC1=NC2(CCCCC2)N(c2ccc(F)cc2)C(N)=N1	7	90	nt	nt	92	nt	nt	90	97
Cc1cccc(CCNC(=O)C2CCCN(S(=O)(=O)c3cnc[nH]3)C2)c1 (stereo not drawn)	-6[fluorescence artefact?]	98	-2	4	100	0.1	92*	115	100
COc1ccc(C2C(C(=O)NCCN(C)C)c3ccccc3C(=O)N2C)cc1OC (stereo not drawn)	-39	78	-3	-3	87	1.2	-21	101	88
CN(Cc1cnn(C)c1)C(=O)c1cc2ccccc2oc1=O	4	102	nt	nt	94	0.9	15	96[fluorescence artefact?]	109
CN1CCN(C(=S)NCCc2ccccc2)CC1	nt	nt	7	-48	nt	0.4	64*	nt	nt
CCN=C1SC(CC(=O)Nc2sc(C)c(C)c2C(=O)OC)C(=O)N1CC (stereo not drawn)	3[fluorescence artefact?]	81	-2	-3	73	0.6	42	96	96
CCCCCC(=O)Nc1nc(C)c(-c2csc(Nc3cc(Cl)ccc3OC)n2)s1	nt	nt	11	0	nt	0.9	6	nt	nt
COc1ccc(CCNc2oc(COc3ccccc3F)nc2C#N)cc1OC	-9[fluorescence artefact?]	nt	0	-9	86	0	96*	126	96
Cc1ccc2nsnc2c1S(=O)(=O)NCc1cccnc1	-6	100	3	8	93	0.7	29	99	97
Cc1nc(-c2ccc(NC(=O)C3CCCCC3)cc2)cs1	nt	nt	-4	-3	nt	0.9	12	nt	nt
CCC(C(=O)O)N1C(=O)c2ccccc2C1=O (stereo not drawn)	8	103	1	-3	92	1	-2	120	97
CCOc1ccc(C(c2c(O)nc(SC)n(C)c2=O)c2c(O)nc(SC)n(C)c2=O)cc1	nt	nt	1	-2	nt	1.2	-15	nt	nt
CCN(CC)C(=O)N1c2ccccc2CC(N(CC)CC)c2ccccc21 (stereo not drawn)	nt	nt	0	5	nt	0.9	13	nt	nt
O=S(=O)(c1ccc(Br)s1)N1CCN(c2ccccn2)CC1	-3	91	5	-6	102	0	99*	102	107
Cc1cc(Oc2ccccc2)nc(-c2ccccc2O)n1	5	88	-4	-2	101	1	-1	139	90
O=S(=O)(NC1CCCC1)c1ccc(Br)s1	-1	93	-8	-6	90	0	96*	102	92
COc1ccc(/C=C/C(=O)c2ccc[nH]2)cc1OC	-11	54	-1	-21	101	1.1	-9	108	99
O=C(COc1cccc(-n2cnnn2)c1)NCCC1=CCCCC1	-12	81	-1	0	97	0.1	89*	111	96
C/C=C(\C)CN1CCN(c2ccccc2F)CC1	-3	80	-3	-24	93	0.3	73*	91	102
CC(CC#CCN1CCOCC1)OCCC#N (stereo not drawn)	-3[fluorescence artefact?]	96	3	12	95	1.1	-11	121[fluorescence artefact?]	97
Cc1nc2sc(C(c3ccco3)N3CCC(Cc4ccccc4)CC3)c(O)n2n1 (stereo not drawn)	5	88	nt	nt	104	nt	nt	98	97
CCOc1ccccc1-n1c(SCC(=O)Nc2nccs2)nnc1-c1ccoc1C	0	61	-2	-10	90	0.2	76*	109	99
Cc1cc(C(=O)COC(=O)C2=NNC(=O)CC2)c(C)n1-c1ccccc1	-9	83	-1	-4	85	0.5	50*	104	96
O=C(CSCCO)Nc1nccs1	1	93	0	-7	99	0.9	6	105	96
Cn1c(C(=O)NCc2cccnc2)cc2sccc21	2	94	1	30	90	0.7	34	92	103
FC(F)(F)c1cc(-c2ccco2)nc(NCc2cccs2)n1	-3	91	nt	nt	90	0.9	14	96[fluorescence artefact?]	91
CCN(CCCNC(=O)C1CCN(S(=O)(=O)N2CCOCC2)CC1)c1cccc(C)c1	-4[fluorescence artefact?]	86	-4	-11	99	0.9	14	104	92
CC1CN(C(=O)CCn2c(=O)oc3ccccc32)CC(C)O1 (stereo not drawn)	7[fluorescence artefact?]	91	-3	-15	100	0.9	15	101	108
COc1cc(-c2ccccc2)nc(N)n1	-2	85	-1	1	103	0.6	37	89	97
CCCCN(CCCNC(=O)C1CCN(S(=O)(=O)N2CCOCC2)CC1)c1ccccc1	0	85	-1	4	103	0.8	21	121	100
CN(C)CCNC(=O)c1cc2c(s1)-c1ccccc1OC2	15	63	-12	8	78	1	4	77[fluorescence artefact?]	89
CCOC(=O)c1cc(C(=O)OCC)cc(-n2cc(O)c(C(=O)OCC)n2)c1	2	70	nt	nt	100	1.1	-7	120	102
COc1ccc(OCC#CCNC(C)(C)C)cc1	25[fluorescence artefact?]	80	0	-2	94	0.9	6	105[fluorescence artefact?]	98
COCCCNC(=O)c1ccccc1Oc1ccccc1	-3	71	10	-22	93	0.7	26	112[fluorescence artefact?]	101
CC(c1ccco1)N(C(=O)Nc1ccccc1)C1CCCCC1 (stereo not drawn)	5[fluorescence artefact?]	78	-3	-9	108	0.2	76*	111	97
Cc1cc(NC(=O)CN2CCN(Cc3ccccc3)CC2)nc2c1c(=O)oc1ccccc12	13	22*	nt	nt	60	nt	nt	104[fluorescence artefact?]	64
O=C(NC1(C(F)(F)F)N=C2SCCN2C1=O)c1ccco1 (stereo not drawn)	-8	84	-5	-5	90	1.2	-16	90	100
Cc1cccc(NC(=O)CCN2C(=O)c3ccccc3C2=O)n1	-7	108	1	-14	103	0.5	45	106[fluorescence artefact?]	97
CCS(=O)(=O)N1CCCC(c2nc(-c3cccc(OC)c3)no2)C1 (stereo not drawn)	-1	82	-3	-10	92	0.7	28	153	90
O=C(CSc1n[nH]c(-c2ccccc2)n1)NC(=O)NCc1ccco1	nt	nt	2	17	nt	0.2	83*	nt	nt
CCOc1cc(C(=O)Nc2ccccc2N2CCN(S(C)(=O)=O)CC2)cc(OCC)c1OCC	-5	76	1	-16	99	0.8	20	113	101
CC1Cc2ccccc2N1C(=O)CNCCCN(C)C (stereo not drawn)	nt	nt	3	-4	nt	1	0	nt	nt

Remaining list, next part:
SMILES	ERa coact inh	H69AR inhibit	Mac1 fbg enh	CD11b adhes inh	HUVEC inhibit	CYP2C19 activ	CYP2C19 inh	ERa coact pot	Lung fibro prol
COc1ccc(N2CCN(c3cc(C)c4ccc(O)cc4n3)CC2)cc1	-2	61	nt	nt	94	nt	nt	109[fluorescence artefact?]	105
O=C(c1ccc(F)cc1)N1CCC(O)(c2cccnc2)CC1	3	87	-1	2	88	0.3	69*	117[fluorescence artefact?]	94
O=C(CCN1C(=O)C2C3C=CC(C3)C2C1=O)Nc1ccccn1 (stereo not drawn)	-5	101	1	9	88	1.1	-8	134	99
O=C(Nn1c(C2CC2)nc2ccccc2c1=O)c1ccco1	-8	94	0	-9	101	0.8	18	96	100
Cc1noc(C)c1COC(=O)Cn1c(C)nc2ccccc21	1[fluorescence artefact?]	101	-3	10	89	0.8	17	104[fluorescence artefact?]	96
CSCC[C@@H](C(=O)O)N1Cc2ccccc2C1=O	1	95	-2	5	97	1.2	-23	117	102
CC(C)OC(=O)n1c(=S)oc2ccccc21	17[fluorescence artefact?]	97	-4	18	81	0.8	20	76	99
Cc1cc(N2CCCCC2)n2ncc(-c3ccccc3)c2n1	-10	38*	-7	47	81	1.1	-10	107	87
CC1=C(C(=O)Nc2ccccc2)C(c2ccco2)C(C#N)=C(SCc2ccccc2)N1 (stereo not drawn)	14	56	5	-12	73	0	97*	140	86
CCOC(=O)c1nnn(-c2nonc2N)c1C	0[fluorescence artefact?]	102	1	8	94	0.8	15	110	106
COc1ccc(CCNC(=O)Cn2nnc(-c3ccc(N4CCOCC4)cc3)n2)cc1OC	5	96	-2	-13	94	0.9	9	116	101
CCOC(=O)COn1c(SCC(=O)OCC)nc2ccccc2c1=O	-3	102	1	-4	101	0.5	53*	103	106
CCCCn1c(=S)[nH]c2cc(S(=O)(=O)N3CCCCC3)ccc21	nt	nt	-1	8	nt	0.7	25	nt	nt

Structural class: those above containing a halogen
SMILES	ERa coact inh	H69AR inhibit	Mac1 fbg enh	CD11b adhes inh	HUVEC inhibit	CYP2C19 activ	CYP2C19 inh	ERa coact pot	Lung fibro prol
Cc1cc(F)c(F)c(C(=O)N2CCN(C)CC2)c1Cl	-5	88	4	-11	103	0.9	9	118	100
NC1=NC2(CCCCC2)N(c2ccc(F)cc2)C(N)=N1	7	90	nt	nt	92	nt	nt	90	97
CCCCCC(=O)Nc1nc(C)c(-c2csc(Nc3cc(Cl)ccc3OC)n2)s1	nt	nt	11	0	nt	0.9	6	nt	nt
COc1ccc(CCNc2oc(COc3ccccc3F)nc2C#N)cc1OC	-9[fluorescence artefact?]	nt	0	-9	86	0	96*	126	96
O=S(=O)(c1ccc(Br)s1)N1CCN(c2ccccn2)CC1	-3	91	5	-6	102	0	99*	102	107
O=S(=O)(NC1CCCC1)c1ccc(Br)s1	-1	93	-8	-6	90	0	96*	102	92
C/C=C(\C)CN1CCN(c2ccccc2F)CC1	-3	80	-3	-24	93	0.3	73*	91	102
FC(F)(F)c1cc(-c2ccco2)nc(NCc2cccs2)n1	-3	91	nt	nt	90	0.9	14	96[fluorescence artefact?]	91
O=C(NC1(C(F)(F)F)N=C2SCCN2C1=O)c1ccco1 (stereo not drawn)	-8	84	-5	-5	90	1.2	-16	90	100
O=C(c1ccc(F)cc1)N1CCC(O)(c2cccnc2)CC1	3	87	-1	2	88	0.3	69*	117[fluorescence artefact?]	94

This is a random part of the collection; overall some 26% were active at least once.
